Source: PubChem
RAD54 branch: inhibitors of human RAD54 branch migration, primary screen, biochemical, fluorescence, single point; DNA repair and recombination protein RAD54-like (Homo sapiens), Q92698; RAD54 Holliday junction branch migration, FAM/BHQ fluorescence; inhibition, % at 10.4 µM; 360,000 tested, 0.14% active; AID 602329, 2012;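 active = mean normalized replicate activity at least 40 and at least half of replicates scoring 40 or more; inconclusive = only one of the two criteria met; inactive = mean below 40 and under half of replicates reaching 40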;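 note: 0% = median of neutral control wells and 100% = median of positive control wells; inhibitors cause a drop in the FAM fluorescence signal; in these data hits start at about 50%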
XiGFP reactiv: activators of inactive X chromosome reactivation, primary screen, imaging, XiGFP fibroblasts, GFP high-content imaging, set 2 | XiGFP mouse fibroblasts, % GFP-positive cells imaging, 3 d; cells co-treated with 5-aza-dC sensitizer; scaled so ellipticine positive control = 100% | activation, % at 7.58 µM | 360,000 tested, 0.055% active | AID 743238, 2013;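 active = mean normalized replicate activation at least 10% and every replicate at or above 10%; inconclusive = only one of the two criteria met; inactive = mean below 10% and not all replicates reach 10%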;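 note: 0% = median of on-plate neutral control wells and 100% = ellipticine 6 µM median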
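assay system = SV40-immortalized XiGFP fibroblast cells, line 68-5-11 | buffer or medium = DMEM plus 5-aza-dC sensitizer | doses = single-point pinned compound dosing | times = 3-day compound exposure, then 15 min fixation at room temperature | benchmarks = positive control ellipticine, 6 µM final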
ERAP1 inh: human ERAP1 aminopeptidase inhibitors, primary screen, biochemical, single point, plate reader. 340,000 tested, 0.15% active. recombinant ERAP1, Leu-AMC fluorescence, 60 min. inhibition, % at 10.7 µM. AID 652197, 2013. Endoplasmic reticulum aminopeptidase 1 (Homo sapiens), Q9NZ08;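 active = mean replicate inhibition of at least 30%, or all replicates individually reaching that 30% level; inactive = mean below 30% and not every replicate reaching it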;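 note: 0% = neutral control wells and 100% = L-leucinethiol positive control wells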
ERp5 inh: inhibitors of ERp5-driven insulin aggregation, primary screen, biochemical, turbidity, absorbance 650 nm, single point; inhibition, % at 9.99 µM; 90 min; 350,000 tested, 0.05% active;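 active = mean replicate inhibition above about 25%, with every replicate also reaching it, limit read from the data, passing the limit was not always enough; inconclusive = only one of those two criteria met; inactive = neither criterion met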
RAD52 inh: RAD52 DNA annealing inhibitors, primary screen, biochemical, FRET, single point, set 2; DNA repair protein RAD52 homolog (Homo sapiens), P43351; AID 651710, 2012; recombinant RAD52 DNA annealing, FRET fluorescence; 360,000 tested, 0.46% active; inhibition, % at 18.7 µM;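 active = every replicate showing at least 50% inhibition; inconclusive = mean inhibition at least 50% but not in every replicate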
S100A4 MyoIIA: inhibitors of S100A4-myosin IIA peptide binding, primary screen, biochemical, fluorescence polarization, TAMRA-MyoIIA peptide; AID 652163, 2013; 360,000 tested, 0.14% active; inhibition, % at 10.7 µM; Protein S100-A4 (Homo sapiens), P26447;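 active = mean inhibition of at least 70% across replicates, with every replicate also reaching that level; inconclusive = mean inhibition reaches 70% but some replicates fall short; inactive = mean inhibition below 70%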
Target sequence (P26447 whole entry, looked up): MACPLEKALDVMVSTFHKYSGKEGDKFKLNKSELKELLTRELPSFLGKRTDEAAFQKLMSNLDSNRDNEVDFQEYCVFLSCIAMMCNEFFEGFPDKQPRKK
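Compound dosing: one dose per compound; test system: human S100A4 monomer with TAMRA-labelled myosin IIA peptide; probe or stimulus: TAMRA-labelled myosin IIA heavy-chain peptide probe, 5 nM; medium: HEPES buffer with Ca2+, pH 7.2; schedule: 5 min incubation before reading; benchmarks: neutral control DMSO, positive control TFP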
E-sel inducer: E-selectin induction in HUVECs, primary screen, imaging, HUVEC, immunofluorescence imaging, single point. normalized: neutral wells 0, TNF-alpha wells 100. activation, % at 7.58 µM. 260,000 tested, 0.37% active. AID 686992, 2013;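 active = mean E-selectin-positive cell signal at least 10% of the positive control, reached in at least 60% of replicates, without over 20% cell loss; inconclusive = no rule given, readout overlaps actives, possibly toxicity-flagged; inactive = the rest, including those meeting only one limit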;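 note: in these data hits start at about 27%; measured in HUVEC primary endothelial cells; signal is the percent of cells scored E-selectin positive by PE staining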
Target sequence (P16581 whole entry, looked up): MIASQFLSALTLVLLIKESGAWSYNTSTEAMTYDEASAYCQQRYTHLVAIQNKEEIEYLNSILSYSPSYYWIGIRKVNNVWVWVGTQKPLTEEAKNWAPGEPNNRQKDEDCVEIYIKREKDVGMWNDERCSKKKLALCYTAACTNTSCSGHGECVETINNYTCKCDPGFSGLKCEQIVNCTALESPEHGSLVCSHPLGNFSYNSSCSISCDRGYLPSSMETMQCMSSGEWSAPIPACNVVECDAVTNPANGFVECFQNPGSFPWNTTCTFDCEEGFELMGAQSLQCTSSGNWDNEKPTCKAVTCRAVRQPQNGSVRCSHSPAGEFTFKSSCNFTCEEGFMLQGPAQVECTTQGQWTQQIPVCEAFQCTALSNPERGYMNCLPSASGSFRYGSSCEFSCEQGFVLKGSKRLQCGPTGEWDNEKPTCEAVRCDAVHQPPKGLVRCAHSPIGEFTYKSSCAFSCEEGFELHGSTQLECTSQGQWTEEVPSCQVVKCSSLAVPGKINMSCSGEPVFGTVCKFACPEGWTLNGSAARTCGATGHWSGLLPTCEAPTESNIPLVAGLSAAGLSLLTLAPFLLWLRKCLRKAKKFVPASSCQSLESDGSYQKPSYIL
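assay system = HUVEC, human umbilical vein endothelial cells | input = 3,000 HUVEC seeded per well | medium = EGM-2 growth medium on 0.1% gelatin-coated wells | dosing = one compound dose added by pin transfer | signal = immunofluorescence imaging | read-out basis = % PE-positive cells | control set = TNF-alpha, DMSO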
esBAF inh: Bmi1 luciferase reporter increase in mESCs, primary screen, esBAF inhibitor project, mouse ES cells, Bmi1 luciferase knock-in, single point. 24 h; 100% = twice the neutral-well signal. reporter increase, % at 12.5 µM. 350,000 tested, 2% active. AID 602393, 2012; in the data active = activation above about 40%; inconclusive = no clear call, values can overlap the other calls;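 note: 0% = median of the plate's neutral control wells and 100% = double that signal; a rise in the Bmi1 reporter signal indicates esBAF inhibition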
An asterisk follows results filed as active; ? = inconclusive; . = no result given. Random draw from the library; any-hit rate near 2.5%.

mol	RAD54 branch	XiGFP reactiv	ERAP1 inh	ERp5 inh	RAD52 inh	S100A4 MyoIIA	E-sel inducer	esBAF inh
O=C(Nc1ccccc1)N1CCN(CCc2ccccc2)CC1	-7.3	0.1	-1.3	3.5	-5.7	-1.0	3.5	12.0
COc1ccccc1N(C(=O)c1ccco1)C(C(=O)NC1CCCC1)c1ccncc1 (centres undefined)	3.2	0.1	3.1	3.9	-13.6	-4.0	0.1	2.3
C[C@H]1CN([C@@H](C)CO)C(=O)Cc2cc(NS(=O)(=O)c3ccc(Cl)cc3)ccc2O[C@@H]1CN(C)Cc1ccc(C(F)(F)F)cc1	1.6	0.0	-0.1	-6.3	-10.9	0.6	1.8	-1.5
CCOc1ccccc1NC(=O)COC(=O)C1CCC(=O)N1 (centres undefined)	-11.0	0.6	-0.5	3.6	0.1	13.1	-0.4	.
CCc1c(C)nc(N2CCOCC2)[nH]c1=O	-5.2	.	-0.9	1.7	-2.2	0.0	.	-0.4
Cc1cc(C(=O)Nc2cccc3ccccc23)oc1C	3.2	0.2	3.0	1.4	-4.0	-2.5	-0.1	31.0
COc1ccccc1C(=O)NCCC(=O)NCC1CCCCC1	-1.6	-0.1	0.9	-2.0	-9.0	-1.6	0.0	-2.9
CC(C)(C)NC(=O)CSc1nnc(C2CC2)n1-c1ccccc1	.	0.0	-1.8	2.2	-11.2	-1.8	-0.1	.
CNC[C@@H]1Oc2cc(C#C[C@@H](C)O)ccc2S(=O)(=O)N([C@H](C)CO)C[C@H]1C	0.5	-1.2	-0.4	-0.2	-13.1	-20.5	0.2	-2.2
CC(=O)Nc1ccc(N=Cc2c(O)c(C(=O)Nc3ccccc3)cc3ccccc23)cc1	.	-0.1	0.1	4.4	-277.2	4.3	1.1	.
O=C(CC(=O)Nc1cc(Cl)ccc1Cl)Nc1cc(Cl)ccc1Cl	-9.2	0.0	-0.2	0.8	7.4	-8.6	0.1	-3.6
O=C(CCN1C(=O)COc2ccccc21)NCCCN1CCCC1	2.1	0.0	0.5	0.8	-19.9	4.9	.	-4.1
Cc1c(CC(=O)NCCCC(=O)O)c(=O)oc2cc3c(cc12)CCC(C)(C)O3	-10.3	0.1	-0.3	3.1	-7.8	-5.3	-0.2	-74.8
O=C(NCC1CCN(C(=O)C(=O)c2cc3ccccc3o2)CC1)c1cc(C(F)(F)F)cc(C(F)(F)F)c1	.	0.1	-0.4	-5.2	2.3	1.6	0.1	.
CCc1nc2c(OCc3ccccc3OC)cccn2c1N(C)C(=O)C(C)C	10.0	-0.2	-2.9	-0.9	-16.4	-0.6	.	-5.9
Cc1cc(C(=O)Nc2cccc3c2O[C@@H](CN(C)Cc2ccc(-c4ccccc4)cc2)[C@@H](C)CN([C@H](C)CO)C3=O)n(C)n1	-14.1	-0.1	0.7	3.7	6.0	1.5	-0.1	-1.1
COc1cccc(CN2CCN(Cc3ccc4c(c3)OCCO4)CC2CCO)c1 (centres undefined)	5.9	-0.2	.	-4.3	-5.1	-2.4	-0.1	8.5
O=C(CCc1nnc(Cc2c[nH]c3ccccc23)o1)NC1CCCC1	-2.9	-0.3	-4.4	3.4	1.9	-2.0	-0.1	12.0
C[C@H](NC(=O)c1nc[nH]c1C(=O)N[C@H](C)c1ccccc1)C(=O)OCc1ccccc1	-12.2	0.0	2.7	1.0	-17.6	-5.8	-0.1	0.9
CNC(=O)C[C@H]1CC[C@@H]2[C@@H](COc3ccc(NC(=O)NC(C)C)cc3C(=O)N2C)O1	3.2	0.3	.	.	.	.	0.0	-0.9
NS(=O)(=O)c1ccc(NC(=O)c2ccc(S(=O)(=O)N3CCCCC3)cc2)cc1	13.5	0.0	1.4	-1.0	-10.4	-4.6	-2.4	0.7
COc1ccc(S(=O)(=O)Nc2ccc3c(c2)C(=O)N([C@H](C)CO)C[C@H](C)[C@H](CN(C)C(=O)Nc2ccc(C(F)(F)F)cc2)OCCCC[C@@H](C)O3)cc1	-8.3	0.2	-2.9	5.9	-67.5	6.7	0.0	-2.1
CCN(CC(=O)NCc1ccncc1)S(=O)(=O)c1cc(Cl)ccc1Cl	-10.3	-0.1	0.9	-3.2	-5.3	-2.1	.	9.0
N=c1c(C(=O)NCc2ccco2)cc2c(=O)n3ccccc3nc2n1C1CCCC1	-1.1	0.0	-25.2	3.7	-58.1	-0.5	.	-6.9
COCC(=O)N1C[C@H]2[C@@H](c3ccccc31)[C@@H](CO)N2Cc1ccc(OC)cc1	1.0	0.1	-0.1	4.2	5.1	2.6	1.0	-6.7
Cc1noc(C)c1S(=O)(=O)N(C)C[C@H]1Oc2ccc(NS(C)(=O)=O)cc2CC(=O)N([C@H](C)CO)C[C@H]1C	0.2	0.2	3.3	-3.6	3.1	-14.8	-4.8	-0.8
CCn1nc(NC(=O)C(C)C)c2cc3cccc(C)c3nc21	3.7	0.4	1.1	-2.0	12.1	-1.2	.	-5.9
CC(NC(=S)Nc1ccc(Cl)cc1)C(c1ccccc1)N1CCOCC1 (centres undefined)	6.0	0.0	2.4	-2.6	-11.3	0.8	.	.
COc1ccccc1CNC(=O)COC(=O)/C=C/c1ccc2c(c1)OCO2	-2.1	0.0	0.2	-7.6	10.7	6.0	.	?
COCCn1c(SCC(=O)NCc2ccc3c(c2)OCO3)nc2ccccc2c1=O	.	0.0	4.2	4.1	-14.0	1.1	.	.
O=C(C[C@H]1CC[C@@H]2[C@H](COC[C@H](O)CN2Cc2ccc(Oc3ccccc3)cc2)O1)N1CCN(c2ccccc2)CC1	-6.4	0.5	-0.5	-5.9	-18.2	0.2	-0.1	10.3
Clc1nn2cnnc2c2ccccc12	.	-0.2	1.5	5.2	-5.9	3.8	.	.
COc1ccc2c(CC(=O)OCc3nc4ccsc4c(=O)[nH]3)coc2c1	-3.3	0.1	0.9	1.1	-106.5	-22.1	-0.1	-5.0
OCCc1c[nH]c2cc(F)ccc12	-9.8	0.0	2.2	-1.5	-15.6	-1.0	0.0	-4.8
CCOc1ccc(NC(=O)CCC(=O)NNC(=O)c2ccco2)cc1	0.5	-0.1	0.7	0.4	-8.9	-4.1	0.4	-1.8
CN1C[C@@H]2[C@@H]3C(=O)N(C)C(=O)[C@@H]3[C@](C)(C1=O)N2C(=O)c1ccc(Br)cc1	-3.0	0.0	-2.4	1.4	-14.2	2.8	-0.1	5.0
CCOc1ccc(-n2c(O)c(/C=N/Nc3nc(C)cc(C)n3)c3ccccc3c2=O)cc1	17.9	0.0	-2.9	-9.8	3.7	9.4	.	-12.8
CCc1nnc2n1N=C(c1ccc(Cl)cc1Cl)CS2	1.2	0.0	0.5	3.8	-12.0	-0.1	.	-5.2
COc1ccc(S(=O)(=O)Nc2ccc3c(c2)C(=O)N([C@H](C)CO)C[C@H](C)[C@H](CN(C)CC2CC2)OCCCC[C@@H](C)O3)cc1	-11.1	-0.1	-0.8	6.2	1.0	-8.2	0.1	-0.5
COc1cc(C(=O)NCC(=O)N/N=C/c2ccc(-c3ccc([N+](=O)[O-])cc3)o2)cc(OC)c1OC	1.0	0.0	1.6	0.6	-31.4	-5.1	0.3	-0.4
CCOc1ccc(C2C(C(=O)O)CCC(=O)N2C2CCCCC2)cc1 (centres undefined)	.	0.0	-3.3	-6.3	-20.8	3.9	0.6	.
CCOC(=O)N1CCN(C(=O)CCn2nc(-c3ccccc3)ccc2=O)CC1	.	-0.1	-0.8	-3.1	-15.3	1.1	.	.
C=CCn1cc(CN2CCC(C(=O)Nc3cccc(-c4cccc(Cl)c4)c3)CC2)c(C)n1	-10.2	0.2	3.3	-4.0	-11.6	-5.1	.	-46.1
COC(=O)c1cnc(SCc2ccc([N+](=O)[O-])cc2)n1C	11.6	0.0	-2.3	2.8	-15.1	-2.0	4.3	.
CCCc1nnc(-c2ccc(OC)cc2)o1	.	0.0	-2.1	-0.3	9.1	-3.2	-1.4	.
CCOC(=O)C(C)Oc1ccc(C2NC(=O)NC(C)=C2C(C)=O)cc1Br (centres undefined)	2.9	.	0.1	3.7	-19.5	6.4	.	4.0
C=C1CC2C(=O)N(Cc3ccccc3)C(C(=O)OCC)(C(=O)OCC)C1N2C(=O)OC(C)(C)C (centres undefined)	-4.7	0.0	-0.2	2.9	-15.1	1.4	-0.1	-3.2
O=C([C@H]1[C@H](CO)[C@H]2Cn3c(cccc3=O)[C@@H]1N2CC1CCCCC1)N1CCOCC1	4.2	0.3	0.3	-0.9	-2.2	37.9	0.1	-0.3
Cc1ccc(NC(=O)c2cccc(S(=O)(=O)N3CCN(c4ccc(F)cc4)CC3)c2)nc1	1.9	0.0	-1.3	-1.9	-9.8	-3.4	0.0	-0.3
O=C(Nc1ccc2c(c1)OCCO2)C1CCN(c2ncccn2)CC1	.	0.0	-1.2	-1.9	-4.3	-0.1	.	9.6
COC(=O)C1=CN(Cc2cccs2)C=C(C(=O)OC)C1c1ccc(OC)cc1OC	.	0.0	-9.9	10.4	-8.9	-11.5	0.0	.
Cc1cc(C)cc(C(=O)Nc2ccc(N3CCCC3)cc2)c1	.	0.0	-0.1	3.4	-2.8	-5.7	1.6	.
